Screening data deposited in PubChem by several laboratories.
Avidin bead fluor: compound fluoresces at 488/530 nm on avidin beads; compound fluorescence 488/530 nm, flow cytometry; stronger effect = higher value; fluorescence (KMESF) at 10 µM; hit rate 0.38% among 220,000; in the data active = fluorescence above about 47; also: inactives centre near 10
HRas wt GTP bind: human HRas wildtype GTP binding, change in either direction | P01112 | GST-Ras wt beads, Bodipy-FL-GTP binding, flow cytometry; actives lie on both sides | GTP binding activity, % at 10 µM | hit rate 0.14% among 190,000 | AID 759;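 active = GTP binding activity at least 20% away from the 100% baseline, either lowered as inhibitor or raised as activator; inconclusive = flagged as likely green fluorescent, judged across all proteins in the well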;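 also: 0% = unlabeled GTP competition control and 100% = no-compound control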
Target sequence (P01112 whole entry, looked up): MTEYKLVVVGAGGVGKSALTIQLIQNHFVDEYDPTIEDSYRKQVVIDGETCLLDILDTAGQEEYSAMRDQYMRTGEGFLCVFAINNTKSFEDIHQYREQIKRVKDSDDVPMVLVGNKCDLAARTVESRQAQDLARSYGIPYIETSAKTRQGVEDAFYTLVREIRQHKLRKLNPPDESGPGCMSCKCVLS
Rab2 wt GTP: changes GTP binding to wildtype dog Rab2A, up or down; P61105; GTP binding activity, % at 10 µM; AID 760; hit rate 0.19% among 190,000; GST-Rab2 wt beads, Bodipy-GTP binding, flow cytometry;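 active = GTP binding activity at least 20 points away from 100%, either lowered or raised; inconclusive = signal likely due to the compound's own green fluorescence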;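 also: 0% = beads with excess unlabeled GTP and 100% = no-compound control corrected for plate trend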
Pf gamet viab: inhibitors of late stage P. falciparum gametocyte viability | P. falciparum stage V gametocytes, ATP luminescence, 24 h | inhibition, % at 10.9 µM | hit rate 0.065% among 150,000 | AID 743093;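 active = inhibition above the mean plus 3 SD of compounds within the control limits, set per campaign, cut at about 38% in these data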;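 also: 0% = DMSO wells and 100% = medium only without gametocytes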
Mcl1-Noxa inh: disrupts binding of human Mcl-1 to Noxa peptide. Q07820. AID 1022. inhibition, % at 21.7 µM. TR-FRET Mcl-1/Noxa peptide binding, 2 h. hit rate 1.5% among 220,000;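 active = compounds that cut the protein-peptide binding signal by more than 50% relative to plate controls in a single-dose test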;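 also: His-tagged Mcl-1 with rhodamine Noxa BH3 peptide and terbium anti-His antibody; 0% = Mcl-1 plus Noxa peptide wells and 100% = peptide-only wells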
Target sequence (Q07820 whole entry, looked up): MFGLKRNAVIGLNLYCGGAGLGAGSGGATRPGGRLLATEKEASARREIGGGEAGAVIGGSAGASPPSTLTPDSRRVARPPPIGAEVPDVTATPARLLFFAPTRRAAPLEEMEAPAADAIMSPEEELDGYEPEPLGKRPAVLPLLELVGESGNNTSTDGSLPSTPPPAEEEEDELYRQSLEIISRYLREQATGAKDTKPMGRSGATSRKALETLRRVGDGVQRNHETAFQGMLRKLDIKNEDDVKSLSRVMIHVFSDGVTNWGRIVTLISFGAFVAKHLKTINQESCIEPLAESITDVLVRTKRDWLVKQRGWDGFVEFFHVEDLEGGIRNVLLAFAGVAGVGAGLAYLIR
Mcl-1 Bim block: inhibitors of Bim-Mcl-1 interaction, human. Bead-based flow cytometry, Bim peptide-Mcl-1 binding. inhibition, % at 10 µM. hit rate 0.1% among 190,000. AID 1009; in the data active = inhibition above about 40%;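 also: 0% = no compound tracer wells and 100% = peptide blocker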
Rac1 act GTP bind: modulators of GTP binding to human Rac1 activated mutant; P63000; GST-Rac1 activated beads, fluorescent GTP binding, flow cytometry; actives lie on both sides; 100% means binding = to untreated wells; percent activity (GTP binding), % at 10 µM; hit rate 0.11% among 190,000;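 active = GTP binding at least 20 percentage points away from the 100% baseline, in either direction, so actives lie on both sides; inconclusive = Compound likely fluorescent itself, or too few beads counted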
Cdc42 wt GTP: human Cdc42 wildtype GTP binding change, either direction | GST-Cdc42 beads, Bodipy-GTP binding, flow cytometry; actives lie on both sides | percent activity (GTP binding), % at 10 µM | hit rate 0.2% among 190,000 | AID 761;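 active = percent activity GTP binding at least 20 points away from the 100% baseline, either down as inhibitor or up as activator; inconclusive = compound flagged as likely green fluorescent from well-wide comparison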;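 also: median bead fluorescence of bound Bodipy-FL-GTP at 100 nM; 0% = excess unlabeled GTP control and 100% = no compound control; below 100% means less GTP binding so inhibitor and above means activator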
Target sequence (P60953 whole entry, looked up): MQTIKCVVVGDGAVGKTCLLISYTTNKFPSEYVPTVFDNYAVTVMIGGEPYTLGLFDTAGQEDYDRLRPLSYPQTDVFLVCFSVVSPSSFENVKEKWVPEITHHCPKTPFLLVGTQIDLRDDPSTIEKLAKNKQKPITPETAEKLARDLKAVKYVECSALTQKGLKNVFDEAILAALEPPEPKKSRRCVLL
Rac1 wt modul: modulators of human Rac1 wildtype GTP binding; GST-Rac1 beads, fluorescent GTP binding, flow cytometry; actives lie on both sides; 0 = cold GTP competed, 100 = untreated; AID 757; GTP binding activity (% of control), % at 10 µM; hit rate 0.27% among 190,000;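 active = GTP binding activity at least 20 points away from the 100% control level, either lower or higher; inconclusive = compound flagged as likely green fluorescent, judged across all proteins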
Rab7 wt modul: modulators of GTP binding to dog Rab7 wildtype GTPase; GTP binding activity (percent of control), % at 10 µM; GST-Rab7 beads, fluorescent GTP binding, flow cytometry; actives lie on both sides; untreated = 100%, excess cold GTP = 0%; hit rate 0.055% among 190,000;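 active = fluorescent GTP binding to Rab7 beads changed by at least 20 points from the 100% baseline, either direction, mostly lower; inconclusive = compound itself probably fluorescent, or too few beads counted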;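 also: median green fluorescence of bound Bodipy-FL-GTP per Rab7 bead population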
Mcl1 Bid PPI: Mcl-1/Bid interaction inhibition; Q07820; TR-FRET Mcl-1/Bid-Dy647 peptide binding, 1536-well; inhibition, % at 21.7 µM; hit rate 0.97% among 220,000;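 active = compounds that cut the binding signal by more than half at the single screening dose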;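 also: His-tagged Mcl-1 with europium anti-His antibody binding Bid BH3 peptide; 0% = Mcl-1 plus peptide wells and 100% = peptide-only wells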
The depositor's hits bear a star; u = inconclusive; x = no result given; [ ] = remark or other dose.

#1 O=C(Nc1ccccc1C(=O)O)/C(=C/c1ccc([N+](=O)[O-])cc1)NC(=O)c1ccc(Br)o1
#2 COc1cccc(CN(CC2CCCO2)S(=O)(=O)c2ccc(-n3cnnn3)c(OC)c2)c1 (configuration not stated)
#3 COc1ccc2cc(CN(Cc3ccco3)C(=S)NCC3CCCO3)c(=O)[nH]c2c1 (configuration not stated)
#4 Cc1cccc(NC(=S)NC(=O)c2ccco2)n1
#5 COC(=O)COc1ccc(S(=O)(=O)NCCC2=CCCCC2)cc1Cl
#6 FC(F)(F)c1cnc(NNC(=S)Nc2ccccc2Cl)c(Cl)c1
#7 CC(=O)Nc1cc(C(=O)O)ccc1S(=O)(=O)c1ccc(Cl)cc1
#8 COc1ccc(NC(=S)NCCc2c[nH]c3ccccc23)cc1
compound no.,1,2,3,4,5,6,7,8
Avidin bead fluor,5,10,12,1,32,12,16,12
HRas wt GTP bind,91,102,u,91,100,97,99,103
Rab2 wt GTP,89,99,u,88,97,96,98,100
Pf gamet viab,7,x,-2,-7,-8,3,11,x
Mcl1-Noxa inh,11,8,3,17,5,-46,58*,-1
Mcl-1 Bim block,-1,3,-2,9,-4,-2,-2,-5
Rac1 act GTP bind,90,95,u,97,96,98,98,102
Cdc42 wt GTP,86,99,u,91,100,99,101,98
Rac1 wt modul,91,103,u,83,103,99,106,103
Rab7 wt modul,94,103,u,94,98,98,92,97
Mcl1 Bid PPI,-32,-14,-33,-51,-8,-56,83*,-39

#9 COc1cccc(NC(=O)Cc2nnc(SCC(=O)c3ccccc3)n2C)c1
#10 Cc1ccc(C(=O)Oc2cccc(NC(=O)c3ccccc3)c2)cc1C
#11 Cc1cc(Cl)ccc1C(=O)C1CCCN(C(=O)c2n[nH]c3c2CCCC3)C1 (configuration not stated)
#12 CCC(=O)Nc1ccc(-c2csc(NNC(C)=O)n2)cc1
#13 CCCOP(=O)(OCCC)C(Nc1ccc(C(=O)O)cc1)c1ccccc1 (configuration not stated)
#14 Cc1ccc(N2CC(C(=O)Nc3cccc(F)c3)CC2=O)cc1 (configuration not stated)
#15 O=C(Nc1ccccc1Oc1ccccc1)c1cc([N+](=O)[O-])ccc1Cl
#16 COc1cccc(C(=O)NC(C)c2ccc(Br)cc2)c1 (configuration not stated)
compound no.,9,10,11,12,13,14,15,16
Avidin bead fluor,30,12,3,7,10,7,11,2
HRas wt GTP bind,103,93,98,97,u,96,96,99
Rab2 wt GTP,101,91,99,97,u,95,96,97
Pf gamet viab,-31,-12,8,10,x,2,x,10
Mcl1-Noxa inh,-1,10,-4,30,1,3,-5,14
Mcl-1 Bim block,-9,0,0,14,2,0,-8,-4
Rac1 act GTP bind,101,93,93,98,u,96,97,99
Cdc42 wt GTP,106,89,99,100,u,98,98,99
Rac1 wt modul,107,93,99,102,u,100,96,106
Rab7 wt modul,101,95,103,96,u,93,97,97
Mcl1 Bid PPI,-8,-6,-17,-22,-9,-15,7,22

#17 COc1cc(C2C(C#N)=C(N)N(Nc3ccccc3)C3=C2C(=O)CC(C)(C)C3)ccc1OCc1ccccc1 (configuration not stated)
#18 CS(=O)(=O)N(CC(=O)NCc1ccncc1)c1ccc(F)c(Cl)c1
#19 CCOc1ccc(CCNc2nc3c(c(=O)n(C)c(=O)n3C)n2CC)cc1OCC
#20 O=[N+]([O-])c1ccc(-c2nnc(CNC3CCCC3)o2)cc1
#21 COc1ccccc1NC(=S)NNC(=O)c1nn(C)cc1Cl
#22 O=C1N=C(N2CCCCC2)S/C1=C/C1=Cc2ccccc2OC1
#23 Cc1cc(-c2sccc2C)nc(-n2cccc2)n1
#24 CCOP(=O)(OCC)/C(=N/OC(=O)c1ccccc1C)C(N)=O
compound no.,17,18,19,20,21,22,23,24
Avidin bead fluor,37,1,9,12,4,13,10,5
HRas wt GTP bind,98,96,100,95,98,95,102,105
Rab2 wt GTP,97,97,99,95,100,96,101,104
Pf gamet viab,x,x,x,-6,x,10,x,x
Mcl1-Noxa inh,4,0,-7,7,-42,-6,-7,7
Mcl-1 Bim block,0,-1,3,-1,-4,-1,-1,-6
Rac1 act GTP bind,97,95,98,94,99,97,96,105
Cdc42 wt GTP,100,97,101,96,100,98,101,103
Rac1 wt modul,97,98,104,98,102,94,104,106
Rab7 wt modul,97,93,103,96,97,92,101,102
Mcl1 Bid PPI,-21,-36,-32,-4,-174,-29,-38,-43

A few values from above:
Rab7 wt modul, COc1ccc(NC(=S)NCCc2c[nH]c3ccccc23)cc1 is entered as 97
HRas wt GTP bind, COc1ccccc1NC(=S)NNC(=O)c1nn(C)cc1Cl is entered as 98

Carrying on:
#25 Cc1ccccc1NC(=S)NC12CN3CN(CN(C3)C1)C2
#26 O=C(O)Cn1cccc1C(=O)c1ccccc1
#27 N#C/C(=C\c1ccc(N2CCCC2)c([N+](=O)[O-])c1)c1nc2ccccc2[nH]1
#28 CCN(CC(=O)N1CCCCCC1)S(=O)(=O)c1ccc(Cl)cc1
#29 Cc1c(N=Cc2ccccn2)c(=O)n(-c2ccccc2)n1C
#30 CCCn1c(=O)c2c(c3ccccc31)OC(C)C(=O)N2 (configuration not stated)
#31 O=C(CCN1CCCCC1)Nc1ccccc1
#32 Cc1cc(C)cc(N(CC(=O)Nc2ccccc2C(=O)N2CCOCC2)S(C)(=O)=O)c1
compound no.,25,26,27,28,29,30,31,32
Avidin bead fluor,8,20,35,27,5,6,28,6
HRas wt GTP bind,95,104,102,93,102,97,100,98
Rab2 wt GTP,99,96,102,91,99,98,98,100
Pf gamet viab,10,x,6,8,x,-4,x,8
Mcl1-Noxa inh,1,2,36,12,6,10,-1,-10
Mcl-1 Bim block,1,-1,-2,-4,2,-1,0,-2
Rac1 act GTP bind,97,100,100,93,99,100,96,102
Cdc42 wt GTP,98,103,102,91,105,100,99,100
Rac1 wt modul,98,110,103,91,104,101,103,104
Rab7 wt modul,95,91,102,94,99,98,107,94
Mcl1 Bid PPI,-43,-8,68*,-9,-93,2,-20,-1

#33 N#CC1=C2SCN(Cc3ccccc3)CN2C(=O)CC1c1ccccc1F (configuration not stated)
#34 C=CCOc1ccc(/C(O)=C2\C(=O)C(=O)N(CCN(C)C)C2c2cccs2)cc1 (configuration not stated)
#35 N#CC1=C(N)C(C#N)(C#N)[C@H](c2ccoc2)[C@H]2CN(Cc3ccccc3)CC=C12
#36 CCOC(=O)c1c(C)c(-c2ccccc2)n(CC(=O)N2CCCC2)c1C
#37 Cc1nnc2ccc(-c3ccc(NC(=O)c4cccnc4Cl)cc3)nn12
#38 O=C(Cn1cnc2ccccc2c1=O)c1ccc2c(c1)OCCO2
#39 Cc1cc(NS(=O)(=O)c2ccc(NC(NC(=O)C(C(F)(F)F)C(F)(F)F)(C(F)(F)F)C(F)(F)F)cc2)no1
#40 CCNC(=O)Cc1ccc(NS(=O)(=O)c2ccc(F)cc2)cc1
compound no.,33,34,35,36,37,38,39,40
Avidin bead fluor,5,9,7,7,20,18,3,10
HRas wt GTP bind,99,96,99,102,97,102,97,102
Rab2 wt GTP,101,95,101,102,96,101,96,104
Pf gamet viab,x,-12,x,x,-2,x,x,16
Mcl1-Noxa inh,0,13,20,4,4,3,40,12
Mcl-1 Bim block,-10,-1,-3,-2,1,-1,1,-1
Rac1 act GTP bind,101,95,99,101,95,100,98,101
Cdc42 wt GTP,102,96,99,105,98,103,97,103
Rac1 wt modul,104,97,101,107,96,100,102,103
Rab7 wt modul,96,95,102,99,97,99,98,105
Mcl1 Bid PPI,-25,-105,-34,-36,-11,-13,71*,-8

#41 Cc1cccc(C)c1NC(=O)C1CCCN1C(=O)OC(C)(C)C (configuration not stated)
#42 Cc1sc2ncnc(Sc3ccccc3C(=O)O)c2c1C
#43 O=C(Nc1ccncc1)c1ccc2c(c1)S(=O)(=O)c1ccccc1C2=O
#44 Cc1sc(NC(=S)NC(=O)c2ccco2)c(C#N)c1C
#45 Cc1csc(-c2cnn(-c3ccccc3)c2NC(=O)c2cccc(C(F)(F)F)c2)n1
#46 O=C(O)C1C2C=CC(C2)C1C(=O)NCc1ccco1 (configuration not stated)
#47 C=CCCCCCCCCc1nc(=S)[nH][nH]1
#48 CCOC(=O)CC(=O)Nc1ccccc1C(=O)O
compound no.,41,42,43,44,45,46,47,48
Avidin bead fluor,14,5,13,2,5,12,5,7
HRas wt GTP bind,96,124*[activator],100,95,100,97,100,101
Rab2 wt GTP,98,134*[activator],99,94,100,99,101,97
Pf gamet viab,13,x,-3,-1,11,-29,15,0
Mcl1-Noxa inh,4,13,40,1,18,-7,-68,7
Mcl-1 Bim block,1,3,-1,-4,0,0,-1,2
Rac1 act GTP bind,97,132*[activator],95,97,97,93,101,98
Cdc42 wt GTP,99,137*[activator],96,94,99,103,101,102
Rac1 wt modul,99,145*[activator],102,96,99,98,104,100
Rab7 wt modul,99,122*[activator],108,93,94,97,98,100
Mcl1 Bid PPI,-4,-32,7,-21,-27,-13,-44,-23

A different layout for some results above:
cpd | smiles | Avidin bead fluor | HRas wt GTP bind | Rab2 wt GTP | Pf gamet viab | Mcl1-Noxa inh | Mcl-1 Bim block | Rac1 act GTP bind | Cdc42 wt GTP | Rac1 wt modul | Rab7 wt modul | Mcl1 Bid PPI
43 | O=C(Nc1ccncc1)c1ccc2c(c1)S(=O)(=O)c1ccccc1C2=O | 13 | 100 | 99 | -3 | 40 | -1 | 95 | 96 | 102 | 108 | 7
41 | Cc1cccc(C)c1NC(=O)C1CCCN1C(=O)OC(C)(C)C (configuration not stated) | 14 | 96 | 98 | 13 | 4 | 1 | 97 | 99 | 99 | 99 | -4
48 | CCOC(=O)CC(=O)Nc1ccccc1C(=O)O | 7 | 101 | 97 | 0 | 7 | 2 | 98 | 102 | 100 | 100 | -23

Next entries
#49 CCOc1cccc(/C(O)=C2/C(=O)C(=O)N(CCOC)C2c2ccncc2)c1 (configuration not stated)
#50 COc1ccc(/C=N/Nc2nonc2N)cc1OC
#51 O=C(Nc1ccc2c(c1)nc1n2CCN(Cc2ccccc2)C1)c1cccs1
#52 O=C(Nc1ccccc1)c1ccc(NC2CCCCC2)c(S(=O)(=O)N2CCOCC2)c1
compound no.,49,50,51,52
Avidin bead fluor,16,6,37,12
HRas wt GTP bind,u,100,96,98
Rab2 wt GTP,u,98,94,96
Pf gamet viab,x,x,-9,1
Mcl1-Noxa inh,-2,0,23,-7
Mcl-1 Bim block,-5,-2,4,-3
Rac1 act GTP bind,u,100,96,95
Cdc42 wt GTP,u,105,95,97
Rac1 wt modul,u,104,97,96
Rab7 wt modul,u,100,96,99
Mcl1 Bid PPI,-16,-12,-27,15
